Rin1 Abl inh: inhibitors of human Rin1-Abl protein interaction; TR-FRET Rin1/Abl binding, biochemical; inhibition, % at 7.35 µM; AID 588664; 360,000 compounds, 0.4% hits; in the data active = inhibition above about 5%, passing the limit was not always enough
E coli Lon inh: E. coli protease La inhibition; P0A9M0; purified E. coli Lon protease, fluorescence polarization; inhibition, % at 7.94 µM; 360,000 compounds, 0.42% hits; in the data active = inhibition above about 13%, passing the limit was not always enough;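 also: 0% = enzyme with probe and DMSO and 100% = no enzyme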
Neddylation inh: blocks human cullin neddylation; P61081+Q13564; TR-FRET cullin neddylation, biochemical; calls only at 25 µM; 360,000 compounds, 0.58% hits; AID 651699; in the data active = inhibition above about 36%
FAS TE block: inhibitors of human fatty acid synthase thioesterase domain. P49327. recombinant FAS-TE, OMFH fluorogenic substrate, fluorescence endpoint. inhibition, % at 15 µM. 360,000 compounds, 0.67% hits;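 active = compounds whose normalised, plate-corrected inhibition of enzyme fluorescence in the single-dose primary screen is 50% or more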;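 also: 0% = DMSO with enzyme and 100% = substrate without enzyme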
SKN-1 block: inhibitors of C. elegans SKN-1; C. elegans VP596 Pgst-4::GFP/RFP ratio, acrylamide-induced, 24 h; inhibition, % at 21.8 µM; 360,000 compounds, 0.49% hits; AID 624304;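 active = interference check ratio from 0.5 to 1.5 plus GFP to RFP signal ratio inhibition reaching or exceeding a fixed threshold, cut at about 30% in these data, passing the limit was not always enough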; also: some compounds called inactive have numbers as strong as hits
MsrA act: bovine methionine sulfoxide reductase A activation; purified bovine MsrA, absorbance read-out; activation, % at 10.6 µM; 360,000 compounds, 0.3% hits; AID 602163; in the data active = activation above about 7.5%;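 also: 0% = vehicle and 100% = reference activator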
MT1-MMP act inh: blocks activation of human MT1-MMP; P50281; 360,000 compounds, 0.061% hits; GFP/RFP ratio change, % at 20 µM; AID 651647; HT1080 RFP-PRO-GFP cells, GFP/RFP ratio fluorescence, overnight; percent of plate control window, DMSO zero;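 active = GFP/RFP ratio change of at least 30% with cell ATP level not reduced by more than half and red fluorescence within 50% of control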; also: strong numbers were not always called active
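Test system: HT1080 cells expressing an RFP-PRO-GFP fluorescent reporter construct / Compound dosing: single-point 20 µM compound, 1% DMSO / Schedule: cells overnight before dosing, compound overnight, 37 °C, 5% CO2 / Evaluation: GFP/RFP fluorescence ratio / Control set: DMSO and RFP-L50D-GFP cell wells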
MsrA inh: inhibits bovine methionine sulfoxide reductase A; 360,000 compounds, 0.75% hits; purified bovine MsrA, absorbance read-out; inhibition, % at 15.5 µM; in the data active = inhibition above about 4.5%;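 also: 0% = vehicle wells with enzyme and 100% = reference inhibitor wells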
NRP1-CendR mod: NRP-1/CendR interaction modulation. O14786. FAM-RPARPAR peptide binding to NRP-1, fluorescence polarization. inhibition, % at 25 µM. 360,000 compounds, 0.85% hits. AID 602438;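 active = inhibition or corrected inhibition above about 18%, plus a signal ratio from 0.5 to 1.5, limit read from the data, passing the limit was not always enough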; also: strong numbers were not always called active
* hit, by the source's call; i = inactive; . = no result given.

(1) COc1ccc(S(=O)NC2CCCCC2)c(OC)c1C (centres undefined)
(2) COc1ccc(CC(=O)Nc2c3c(nn2-c2ccccc2C)CS(=O)C3)cc1 (centres undefined)
(3) CC(OC(=O)CNC(=O)c1ccc(Cl)cc1)C(=O)NC1CCCCC1C (centres undefined)
(4) C[C@H]1C=C(C(=O)N2CCN(Cc3ccc4c(c3)OCO4)CC2)O[C@@H](OCc2ccc(CO)cc2)C1
(5) Nc1nc2ccccc2n1CCOc1ccccc1Cl
(6) CCCCCOC(=O)Nc1ccc(S(=O)(=O)Nn2cnnc2)cc1
(7) Cc1ccc(NC(=O)c2noc3c2CC(C(C)(C)C)CC3)cc1 (centres undefined)
(8) CCN(CC)S(=O)(=O)c1ccc(C(=O)N2CCc3ccccc32)cc1
(9) COc1cc(C(=O)N2CCCCC2c2cc(C(=O)NC(C)C)no2)cc(OC)c1C (centres undefined)
(10) CS(=O)(=O)c1ccc(-c2sc3cc4c(cc3c2C(=O)NN2CCOCC2)OCO4)cc1

Assay by compound | 1 | 2 | 3 | 4 | 5 | 6 | 7 | 8 | 9 | 10
Rin1 Abl inh | -1 | 1 | 0 | 6 | 0 | -1 | -1 | 0 | -1 | -1
E coli Lon inh | -1 | -5 | -5 | -2 | 1 | 4 | -1 | 7 | 8 | 3
Neddylation inh | i | i | i | i | i | i | i | i | i | .
FAS TE block | -6 | -8 | -2 | -4 | -24 | -5 | -3 | 4 | -6 | -13
SKN-1 block | 3 | -33 | 2 | 5 | 11 | 3 | -5 | -5 | 10 | 6
MsrA act | -9 | -2 | -11 | -10 | 0 | -1 | -9 | -4 | 0 | -6
MT1-MMP act inh | 2 | 12 | 4 | 6 | 7 | 1 | -2 | -2 | 0 | 4
MsrA inh | -0.5 | -0.4 | -2.0 | 1.9 | -0.9 | 0.7 | 0.9 | 0.5 | 0.4 | 2.8
NRP1-CendR mod | 2 | -1 | 2 | 5 | 11 | -1 | 10 | -3 | 0 | 18

(11) Cc1nc(C)c(-c2ccc(SCc3ccccc3C)nn2)s1
(12) Cn1c(=O)c2[nH]c(N3CCOCC3)nc2n(-c2ccccc2)c1=O
(13) CC(C)(C)OC(=O)C1C(=O)CC(C)(O)C(C(=O)OC(C)(C)C)C1c1cccnc1 (centres undefined)
(14) Cc1ccc(-c2cc(C(=O)Nc3ccc(S(=O)(=O)N4CC(C)OC(C)C4)cc3)[nH]n2)c(O)c1 (centres undefined)
(15) Cc1ccnc(NC(=O)c2cccc(NC(=O)c3ccccc3C)c2)c1
(16) Cc1cc(C)c2nc(-c3cccnc3)cc(C(=O)Nc3ccc(S(=O)(=O)Nc4onc(C)c4C)cc3)c2c1
(17) COc1ccc2oc(-c3ccccc3)c(C(=O)O)c2c1
(18) C[C@H](NC(=O)[C@@H]1CSC2c3ccccc3C(=O)N21)C(=O)NC1CCCC1 (some centres undefined)
(19) CC[C@@]1(C(=O)OC)N[C@H](CN(C)C(=O)Nc2ccc(C)cc2)[C@@H]2C(=O)N(C)C(=O)[C@@H]21
(20) CC1(c2nnc(Cc3ccccc3)o2)CC(c2ccc([N+](=O)[O-])cc2)=NO1 (centres undefined)

Assay by compound | 11 | 12 | 13 | 14 | 15 | 16 | 17 | 18 | 19 | 20
Rin1 Abl inh | 0 | -3 | -3 | 1 | 1 | -2 | -1 | 2 | 0 | 0
E coli Lon inh | 4 | -5 | -1 | 6 | -4 | 1 | -5 | -4 | -10 | 0
Neddylation inh | i | i | i | i | i | i | . | i | i | i
FAS TE block | 13 | -1 | -1 | -3 | 0 | 0 | 3 | -1 | -6 | 13
SKN-1 block | 18 | 5 | 6 | -16 | 7 | 0 | 11 | -5 | 10 | -7
MsrA act | -1 | 1 | 0 | -3 | -4 | -1 | -2 | -4 | -2 | -11
MT1-MMP act inh | 2 | 2 | 5 | 5 | -1 | 8 | 1 | 0 | 2 | 4
MsrA inh | 1.4 | -0.5 | 1.1 | -0.6 | 0.8 | 0.2 | 2.6 | 0.7 | -1.3 | 0.3
NRP1-CendR mod | -10 | 6 | 10 | -20 | -1 | -49 | 8 | 4 | -5 | 2

(21) O=C(Cn1ccc([N+](=O)[O-])n1)N1CCc2ccccc21
(22) CCC(=O)N1CCN(c2ccc(NC(=O)COc3ccc(C)cc3C)cc2)CC1
(23) COc1ccccc1NC(=O)/C(=N/OCc1ccc(F)cc1)C(C)=O
(24) O=C(N/C(=C\c1cccc([N+](=O)[O-])c1)C(=O)N1CCOCC1)c1cccc(Br)c1
(25) Cc1ccc(OCc2nnc(SCC(=O)CC(=O)Nc3ccccc3)o2)cc1
(26) Cc1c(N=C2SCC(=O)N2/N=C/c2ccccc2Cl)c(=O)n(-c2ccccc2)n1C
(27) CCOC(=O)CC(=O)CSc1nc2c(c(C)c1C#N)CCC2
(28) COc1cccc(NC(=O)/C=C/c2ccccc2[N+](=O)[O-])c1
(29) COc1ccc(NC(=O)C2c3ccccc3OCC(=O)N2Cc2ccc3c(c2)OCO3)cc1 (centres undefined)
(30) NC1=NC(=O)S/C1=C\c1ccc(O)cc1

Assay by compound | 21 | 22 | 23 | 24 | 25 | 26 | 27 | 28 | 29 | 30
Rin1 Abl inh | -2 | -1 | 3 | -3 | -3 | 4 | 0 | -1 | . | -3
E coli Lon inh | 0 | 0 | -7 | 10 | 0 | 2 | -5 | -1 | 6 | -52
Neddylation inh | i | i | i | i | i | i | i | i | i | i
FAS TE block | 3 | -1 | -2 | 22 | 3 | -13 | 15 | 8 | -2 | -8
SKN-1 block | -13 | 1 | 8 | -12 | 26 | 5 | 1 | 13 | 5 | -6
MsrA act | -4 | -3 | -4 | 3 | 0 | -14 | -4 | -1 | 0 | -4
MT1-MMP act inh | -1 | 0 | 0 | -4 | 13 | 9 | 3 | 2 | 2 | -4
MsrA inh | -0.5 | 0.1 | 4.0 | -0.3 | 2.1 | 0.7 | 0.2 | 1.7 | -1.1 | 3.2
NRP1-CendR mod | 1 | 6 | 6 | 11 | 6 | -18 | 9 | -6 | -3 | -18

(31) CCC(CC)=N/N=C/c1c(O)n(CC)c2cc(C3=NNC(=O)CC3)ccc12
(32) CCn1cc(C(=O)N2CCN(c3ccc(F)cc3)CC2)c2cc(OC)c(OC)cc2c1=O
(33) O=C(N/N=C/c1cn(-c2ccccc2)nc1-c1cccnc1)c1ccc(F)cc1
(34) CC(NS(=O)(=O)OCC(Cl)(Cl)Cl)c1ccc(Br)cc1 (centres undefined)
(35) CN(CC(=O)NCc1ccco1)CC(=O)Nc1ccc(F)c(F)c1F
(36) CCCNC(=O)CN(C)S(=O)(=O)c1c(C)cc(C)cc1C
(37) CCC(=O)Nc1cccc(C(=O)/C=C/c2ccc(F)cc2)c1
(38) c1ccc2sc(NC3=NCN(CC4CCCO4)CN3)nc2c1 (centres undefined)
(39) CC(/C=N\NC(=O)c1ccc(C)nc1)=C\c1ccccc1
(40) Cc1cccc2cc(C(c3nnnn3CC3CCCO3)N3CCOCC3)c(=O)[nH]c12 (centres undefined)

Assay by compound | 31 | 32 | 33 | 34 | 35 | 36 | 37 | 38 | 39 | 40
Rin1 Abl inh | -2 | 2 | -3 | -1 | -2 | 2 | 2 | 3 | 3 | -2
E coli Lon inh | -3 | 7 | -3 | -7 | -7 | 0 | -1 | -2 | -7 | 2
Neddylation inh | i | i | i | i | i | i | i | i | i | i
FAS TE block | -4 | -3 | -3 | 23 | -4 | -7 | -2 | -1 | -9 | 22
SKN-1 block | 19 | -3 | 7 | 10 | 4 | -15 | 9 | 12 | 0 | -1
MsrA act | -3 | 1 | -8 | -4 | -2 | -3 | -13 | -2 | 4 | -4
MT1-MMP act inh | 0 | -4 | 2 | 2 | 1 | 1 | 0 | 0 | -1 | -8
MsrA inh | 0.2 | -1.0 | -0.1 | -0.5 | -1.5 | -1.0 | 2.0 | 0.1 | 4.3 | 2.2
NRP1-CendR mod | -16 | -3 | 3 | 5 | -17 | 2 | 6 | 0 | 1 | -5

(41) O=C(NCc1ccc(F)cc1F)[C@@H]1CCCN1C(=O)[C@@H]1CCCN1C(=O)c1cccc(Cl)c1
(42) COc1ccc(C(=O)NCCCNC(=O)c2cc3ccccc3[nH]2)cc1OC
(43) Cc1csc(N=Nc2ccc(N(C)C)cc2)[n+]1[O-]
(44) COC(=O)CCCC(=O)N1CCCC(CCC(=O)NCc2ccc(F)c(F)c2)C1 (centres undefined)
(45) Cc1cccc(C(=O)NCc2nnc(SCC(=O)NC3=NCCS3)n2C)c1
(46) Cc1sc2ncnc(N3CCC(C(=O)Nc4ccc(F)cc4Cl)CC3)c2c1C
(47) O=C(NCc1cccnc1)c1cc(C2CCCCN2C(=O)c2ccc3ccccc3c2)on1 (centres undefined)
(48) NC(=O)c1ccccc1N/C=C/C(=O)c1ccco1
(49) COc1ccc(C(=O)/C=C2/C(=O)Nc3ccccc32)cc1OC
(50) CC1O[C@@H]2O[C@](O[C@H](C)CC[C@@H](C)O)(c3ccccc3)O[C@@H]2C[C@H]1O (some centres undefined)

Assay by compound | 41 | 42 | 43 | 44 | 45 | 46 | 47 | 48 | 49 | 50
Rin1 Abl inh | . | 0 | -19 | 2 | 2 | -2 | -4 | 0 | 0 | 2
E coli Lon inh | -1 | -3 | -17 | 10 | 5 | -1 | -7 | -6 | 6 | -3
Neddylation inh | i | i | i | i | i | i | i | i | i | i
FAS TE block | -14 | -4 | 8 | -1 | -5 | 17 | -1 | -4 | -1 | -13
SKN-1 block | 5 | -3 | 23 | 3 | 3 | -9 | -3 | -4 | -5 | 1
MsrA act | -2 | -1 | -3 | -2 | 1 | -1 | -4 | 5 | -9 | -5
MT1-MMP act inh | 2 | 5 | 44 | 5 | 1 | 1 | -3 | -11 | -3 | -6
MsrA inh | 1.2 | -0.1 | 0.2 | 1.6 | -0.5 | 0.6 | 1.9 | 1.3 | 2.0 | 0.5
NRP1-CendR mod | -1 | 3 | 0 | 9 | 8 | -4 | 3 | 3 | 39* | 5

Grouped by structure: the entries above containing an NH in an aromatic ring (4)
(12) Cn1c(=O)c2[nH]c(N3CCOCC3)nc2n(-c2ccccc2)c1=O
(14) Cc1ccc(-c2cc(C(=O)Nc3ccc(S(=O)(=O)N4CC(C)OC(C)C4)cc3)[nH]n2)c(O)c1 (centres undefined)
(40) Cc1cccc2cc(C(c3nnnn3CC3CCCO3)N3CCOCC3)c(=O)[nH]c12 (centres undefined)
(42) COc1ccc(C(=O)NCCCNC(=O)c2cc3ccccc3[nH]2)cc1OC

Assay by compound | 12 | 14 | 40 | 42
Rin1 Abl inh | -3 | 1 | -2 | 0
E coli Lon inh | -5 | 6 | 2 | -3
Neddylation inh | i | i | i | i
FAS TE block | -1 | -3 | 22 | -4
SKN-1 block | 5 | -16 | -1 | -3
MsrA act | 1 | -3 | -4 | -1
MT1-MMP act inh | 2 | 5 | -8 | 5
MsrA inh | -0.5 | -0.6 | 2.2 | -0.1
NRP1-CendR mod | 6 | -20 | -5 | 3

(next part)
(51) O=C1Nc2ccccc2N=C(c2ccccc2)C1N(Cc1ccc(F)cc1)C(=O)c1cccnc1 (centres undefined)
(52) Cc1ccc(C(=O)Nn2cnc3scc(-c4cccs4)c3c2=O)c(O)c1
(53) CNc1ccc(-c2cccc([N+](=O)[O-])c2)cn1
(54) CC1Cc2ccccc2N1C(=O)Cn1cc([N+](=O)[O-])ccc1=O (centres undefined)
(55) CCN1CCN(CCNC(=O)c2ccc3c(c2)N(Cc2ccc(F)cc2)C(=O)/C(=C/c2ccccc2)S3)CC1
(56) Cc1ccc2nc(CSc3nc(C)ccc3C#N)[nH]c2c1

Assay by compound | 51 | 52 | 53 | 54 | 55 | 56
Rin1 Abl inh | 2 | 0 | 0 | 1 | -5 | -3
E coli Lon inh | 5 | -4 | 2 | -13 | 4 | 7
Neddylation inh | i | i | i | i | i | .
FAS TE block | -16 | 19 | 3 | 12 | 12 | 10
SKN-1 block | 2 | 6 | 1 | 16 | -7 | 14
MsrA act | -4 | -2 | -3 | -4 | -1 | 0
MT1-MMP act inh | 2 | -3 | 4 | -1 | -6 | 2
MsrA inh | 1.1 | 3.0 | 1.1 | 0.9 | 0.4 | -0.1
NRP1-CendR mod | 4 | -7 | 0 | 15 | 5 | 1

Compound activity from PubChem.
